Source: PubChem BioAssay
Dynein transport: inhibitors of GR-EGFP nuclear translocation, primary screen, dynein cargo transport inhibitor project, imaging, high-content, 3617.4 mouse cells. test concentration mostly 20 µM; stimulated with dexamethasone, 1 µM; active compounds read low. z-score, hits read low. hit rate 0.47% among 220,000;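 active = plate z-score of nuclear minus cytoplasmic receptor signal below a set negative limit, without overly bright fluorescence or cell loss, cut at about -3.5 in these data, passing the limit was not always enough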;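 also: z-score of nuclear minus cytoplasmic ring GR-EGFP intensity difference per well; some compounds called inactive have numbers as strong as hits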
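Buffer or medium – tet-free medium with charcoal-stripped serum · Signal – automated 10x imaging of fixed Hoechst-stained cells · Also added – dexamethasone agonist, 1.0 µM final, for 30 min · Incubation – induction 48 h, compound 1 h, agonist 30 min · Read-out – GR-EGFP nuclear translocation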
MT stabilizer: microtubule stabilizers in HeLa cells, primary screen, imaging, high-content imaging | HeLa tubulin immunostaining HCS, 24 h; share of cells brighter than vehicle mean+2SD | % tubulin-high responders, % at 10 µM | hit rate 0.83% among 200,000;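 active = plate Z-score above 3 for both tubulin-high and condensed-nucleus cell shares, with cell loss under 80%, at 10 µM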;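 also: anti alpha tubulin signal scored within the nucleus-defined area of each cell; some results filed as inactive read as strong as hits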
Hep lipid drop: inhibitors of hepatocyte lipid droplet formation, primary screen, imaging, high-throughput imaging, BODIPY stain. AML12 mouse hepatocytes, oleate lipid droplets. inhibition, % at 6.5 µM. hit rate 0.4% among 240,000;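 active = lipid droplet intensity inhibited by at least 50%, with more than 500 cells counted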
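Test system: AML12 mouse liver cells; schedule: overnight exposure; technique: high-content imaging of BODIPY-stained droplets and DAPI nuclei; read-out: % inhibition of corrected integrated BODIPY droplet signal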
Autophagy HCS: autophagy modulators in MEF cells, primary screen, imaging, high-content, MEF GFP-LC3; MEF GFP-LC3 puncta imaging; test concentration mostly 10 µM; calls only at 10 µM (by protocol); hit rate 0.98% among 190,000; AID 463193, 2010;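 active = percentage of spot-positive cells more than 3 SD above its plate mean, without a fluorescence outlier flag or 80% toxicity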;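 also: spot-positive cell cutoff set from DMSO-treated cells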
ER stress rescue: rescue of cells from ER stress-induced death, primary screen, 384-well, CSM14.1, thapsigargin, ATP luminescence (AID 1222); CSM14.1 thapsigargin-induced death rescue, ATP luminescence; higher % means a stronger effect; cellular ATP content (survival), % at 20 µM; hits with a dose series show EC50 in µM; 190,000 tested, under 10 active;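 active = EC50 below 50 µM in the dose-response confirmation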;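 also: death triggered by thapsigargin at about 15 µM added after 2 h compound pretreatment; cell ATP read after overnight thapsigargin exposure of roughly 18 to 22 hours; normalized against plate controls of thapsigargin alone and 5% DMSO vehicle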
Insulin prom up: insulin promoter activators in MIN6 cells, imaging, high-content screening, mouse beta cells. MIN6 insulin promoter-GFP reporter; active compounds read high. hit rate 0.3% among 190,000. z-score at 5 µM. AID 1625, 2009;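 active = z-score above 3 at 5 µM with at least 500 cells counted in the well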
T cell HTS: modulators of CD8 T cell-vesicle binding, primary screen, mouse 2C CD8+ T cells, flow cytometry | AID 2052, 2009 | calls only at 7 µM | 2C CD8+ T cell-vesicle binding; active compounds read low | hit rate 0.068% among 330,000;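 active = response, share of CD8 T cells binding vesicles, and their 90th percentile fluorescence all below set limits, cut at about 80% in these data, passing the limit was not always enough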
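Test system: purified 2C TCR transgenic mouse naive CD8+ T cells. Probe or stimulus: QL9-peptide-loaded Drosophila micro-vesicles bearing Ld, ICAM-1 and B7-1. Incubation: binding step 1.5 h, 37 °C, antibody labelling 20 min, ice. Measured by: flow cytometry of vesicle-bound cells.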
b-catenin transl: modulators of beta-catenin nuclear translocation, primary screen, imaging, HeLa cells, immunofluorescence, high-content; nuclear translocation activity, % at 5 µM; hit rate 0.3% among 190,000; AID 1665, 2009;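 active = nuclear translocation activity above 50% at 5 µM, with a well cell count of 50 or more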;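 also: per-cell ratio of nuclear to cytoplasmic median beta-catenin stain intensity; plate controls were DMSO negative control for no effect and GSK-3 inhibitor IX positive control for full effect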
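Read-out: Nuclear/cytoplasmic beta-catenin signal ratio, % activation | Assay system: Human HeLa cell line | Times: 24 h compound exposure at 37°C, 5% CO2 | Signal: Fluorescence imaging of beta-catenin antibody stain plus DAPI | Dosing: 5 µM primary, 0.02–20 µM confirmation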
Salmonella PhoP GFP: inhibitors of PhoP regulon expression, primary screen, Salmonella Typhimurium, GFP reporter (AID 1863); inhibition, % at 50 µM, or IC50 in µM where a hit was titrated; S. Typhimurium PhoP-regulated promoter GFP reporter, 4 h; higher % means a stronger effect; hit rate 0.16% among 300,000;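 active = inhibition over 29.93%, a cutoff 3 SD above the screen mean, later confirmed by dose response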;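 also: 0% = low Mg2+ inducing control and 100% = high Mg2+ repressing control; strong numbers were not always called active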
Dynein transport cytoplasmic EGFP: also measured in Dynein transport; calls as there; z-score; measured here: cytoplasmic GR-EGFP intensity; active compounds read high
Dynein transport nuclear GR-EGFP: second read-out of Dynein transport, no call of its own (marks repeat the call); z-score; measured here: nuclear GR-EGFP intensity;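 lower value marks the stronger effect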
Dynein transport cell count: recorded beside Dynein transport, whose call it bears; z-score; measured here: cell count per field
Insulin prom up cell count: further read-out of Insulin prom up, marked with its call; cell count; measured here: cytotoxicity, nuclei count;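 total cells summed across four imaged fields per well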
Hep lipid drop cells 6.5 µM: further read-out of Hep lipid drop, marked with its call; cell count; measured here: cell count, cytotoxicity flag;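 cells counted across two imaged fields per well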
b-catenin transl cell count 5 µM: further read-out of b-catenin transl, marked with its call; cell count; measured here: cell count, cytotoxicity flag
T cell HTS vesicle-bound %: recorded beside T cell HTS, whose call it bears; double positive events, %; measured here: CD8+ vesicle-bound cell fraction;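 binding gate set so that unloaded-vesicle control wells show 10% double positive cells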
MT stabilizer Hoechst-high %: further read-out of MT stabilizer, marked with its call; % Hoechst-high responders; measured here: nuclear condensation Hoechst responders;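 share of cells brighter than vehicle mean plus two SD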
MT stabilizer cytotoxicity %: also measured in MT stabilizer; calls as there; toxicity, %; measured here: cytotoxicity by cell density;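 0% = mean cell density of plate MIN control wells and 100% = no cells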
Autophagy HCS cell loss 18 h: further read-out of Autophagy HCS, marked with its call; toxicity, %; measured here: cell loss, nuclei count;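 cell loss after 18 h compound exposure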
The depositor's hits bear a star; i = inactive; nt = no result given; + = active, no number.

SMILES	Dynein transport	Dynein transport cytoplasmic EGFP	Dynein transport nuclear GR-EGFP	Dynein transport cell count	MT stabilizer	MT stabilizer Hoechst-high %	MT stabilizer cytotoxicity %	Hep lipid drop	Hep lipid drop cells 6.5 µM	Autophagy HCS	Autophagy HCS cell loss 18 h	ER stress rescue	Insulin prom up	Insulin prom up cell count	T cell HTS	T cell HTS vesicle-bound %	b-catenin transl	b-catenin transl cell count 5 µM	Salmonella PhoP GFP
N/C(=N/OS(=O)(=O)c1ccc([N+](=O)[O-])cc1)c1ccncc1	-0.45	-0.3	-0.22	0.69	3.7	1.4	4.5	6	636	i	11	-2.3%	-0.23	1416	i	65	1.7	1024	-11%
Cn1c(=O)c2c(nc(CN3CCN(c4ccccc4)CC3)n2CCN2CCOCC2)n(C)c1=O	nt	nt	nt	nt	nt	nt	nt	nt	nt	nt	nt	8.7%	0.34	1125	i	19	-3.5	935	nt
Cc1cccc(C)c1NC(=O)CC(NCCc1ccccc1)C(=O)O (stereo unspecified)	-0.77	-0.15	-0.52	0.54	4.7	2.1	6.9	-18	568	i	-6	-4.4%	-0.47	1331	i	22	nt	nt	-28%
O=c1cc(N2CCc3ccccc3C2)[nH]c(=O)n1-c1ccc(Cl)cc1	-0.21	-0.26	-0.17	0.8	1.9	1.7	5.5	nt	nt	i	-9	2.6%	2.7	1475	i	39	-2.0	720	-12%
Cn1cc(CNCC2CCCO2)c(-c2ccc(Oc3ccccc3)cc2)n1 (stereo unspecified)	0.15	-0.13	0.026	-0.81	0.8	2.7	9.7	-18	558	i	2	-2.7%	-0.51	1466	i	62	-2.1	1100	-7%
Oc1ccc(Br)cc1/C=N/N1CCN(Cc2ccccc2)CC1	0.45	-0.15	0.22	-0.89	1.3	1.4	6.2	nt	nt	i	8	2.2%	-0.07	1496	i	32	-0.9	1324	15%
O=C(COC(=O)c1ccccn1)Nc1cccc(Cl)c1	-1	-0.2	-0.18	0.53	2.1	1.1	1.6	nt	nt	i	15	0.1%	0.07	1208	i	24	-0.4	859	1%
CC(OC(=O)C1CCN(S(=O)(=O)c2ccccc2)CC1)C(=O)Nc1ncc(Cl)cc1Cl (stereo unspecified)	-0.16	-0.21	-0.12	-0.61	2.3	0.9	4.8	5	787	i	9	0.6%	0.22	849	i	35	-4.6	1120	-4%
COc1ccc(CN2CCOCCOCCN(Cc3ccc(OC)cc3)CCOCCOCC2)cc1	0.22	-0.31	-0.31	0.72	nt	nt	nt	-18	717	nt	nt	nt	0.29	1142	i	54	-1.2	1211	2%
CC(C)(C)NCc1cccn1-c1sc2c(c1C#N)CCCC2	0.0069	-0.22	-0.012	0.48	2.3	3.4	14	nt	nt	i	-19	-2.5%	nt	nt	i	16	nt	nt	6%
N#Cc1cccc(NC(=O)CSc2ccccc2)c1	-0.23	-0.32	-0.19	1.3	2.0	2.2	8.3	-25	705	i	2	-0.6%	-0.19	1362	i	11	nt	nt	6%
COc1ccc(C(=O)c2c[nH]c(C(=O)NCc3ccco3)c2)cc1	-0.88	-0.19	0.19	1.4	2.6	2.6	8.6	nt	nt	i	-28	-0.9%	2	1325	i	42	-3.1	1353	-4%
CCSc1nnc(NC(=O)c2nc(-c3ccccc3)n(-c3ccccc3)n2)s1	0.65	-0.31	0.15	-0.042	3.9	2.6	4.5	-5	739	i	-13	-5.6%	-0.1	1271	i	38	-0.4	1051	-5%
O=C(NCC1CCCO1)c1ccc2c(c1)C(=O)N(C1CCCCC1)C2=O (stereo unspecified)	-1.3	-0.2	-0.6	1.7	1.1	1.3	4.1	3	731	i	-7	4.9%	0.03	1248	i	41	-6.0	1211	-12%
N#C/C(C(=O)Oc1ccccc1)=C1\C=Cc2ccccc2N1	1.9	-0.24	-0.32	-0.45	2.5	2.6	7.4	nt	nt	i	6	0.4%	0.5	1481	i	22	0.2	1379	-5%
O=C1CSC(c2ccccc2[N+](=O)[O-])N1c1cccc(F)c1 (stereo unspecified)	0.12	-0.27	0.0012	0.46	2.4	1.4	1.3	11	678	i	-9	-4.5%	-0.51	1447	i	64	-0.2	1080	5%
O=C(CCN1CCCCC1)Nn1c(=S)[nH]c2ccccc2c1=O	0.37	-0.27	0.25	-0.0049	5.6	3.8	3.5	nt	nt	i	-16	-2.3%	-0.05	1606	i	33	1.6	1389	-7%
COCCCNC(=O)C(C#N)c1nc2ccccc2nc1N1CCN(Cc2ccccc2)CC1 (stereo unspecified)	0.78	0.0096	1.3	-1.2	3.5	1.4	8.0	nt	nt	i	22	5.0%	-2.4	1198	nt	nt	1.0	1160	-21%
CN1C2CCC1/C(=C/c1cccn1C)C(=O)/C2=C\c1cccn1C	1	-0.059	0.76	-0.93	3.2	2.7	3.6	3	680	i	-13	1.9%	nt	nt	i	24	-0.1	919	-135%
Cc1cccc(-c2nnc3n2N=C(c2ccccc2Br)CS3)c1	-0.29	-0.14	0.034	0.23	1.1	1.6	0.5	nt	nt	i	6	-0.8%	-0.61	919	i	40	-0.2	1457	-3%
Clc1ccc(/C=C\c2nccc3c2[nH]c2ccccc23)cc1	-0.34	-0.34	-0.51	-0.18	3.8	3.2	9.4	5	661	i	-2	-4.7%	0.78	1139	nt	nt	0.0	1091	-12%
O=C(CN1CCOCC1)NCCNC(=O)CN1CCOCC1	-0.7	0.089	-0.013	-0.49	2.8	2.7	45	-3	716	i	-3	-2.5%	0.15	1275	i	12	nt	nt	-11%
C/C(=N/NC(=O)c1ccncc1)c1cc2ccc(O)cc2oc1=O	-0.38	-0.17	-0.42	-0.17	4.7	1.8	8.2	0	570	i	-2	0.2%	-0.47	1327	i	23	0.1	881	-21%
O=C(COc1ccccc1)N(CCc1ccccc1)c1nc(-c2ccc(F)cc2)cs1	-0.24	-0.17	0.29	0.23	2.5	2.4	12	nt	nt	i	-29	0.3%	-0.5	1434	i	40	-3.4	1011	-6%
CCOc1ccc(CCNC(=O)CSc2cc(=O)n(C)c3ccccc23)cc1OCC	0.32	-0.26	0.22	0.39	2.2	2.5	3.9	98*	597*	i	2	1.2%	nt	nt	i	10	0.4	1153	8%
COc1ccc(C(=O)OCCNC(=O)c2c(Cl)nc3ccccn23)cc1	-1.3	0.96	-0.44	1.7	3.0	3.1	6.1	nt	nt	i	-9	0.1%	-0.45	1291	i	52	-6.3	1296	-2%
Cc1ccc(CN2C(=O)CCC2C(=O)NCc2cccnc2)cc1 (stereo unspecified)	1.2	0.12	0.61	-0.63	2.5	1.2	1.0	nt	nt	i	3	-1.2%	nt	nt	i	4	nt	nt	13%
CCOc1ncccc1C(=O)OCC(=O)Nc1c(C)cc(C)cc1C	-0.64	-0.062	-0.31	0.66	4.6	2.6	5.7	2	699	i	-11	4.7%	-0.56	1019	i	48	-6.2	1184	26%
CCOC(=O)c1ccc(NC(=O)CSc2nnc(-c3cccs3)n2C)cc1	-0.59	-0.028	-0.35	0.65	3.6	3.1	7.3	2	703	i	-1	-4.5%	1.1	1409	i	36	0.6	1220	-13%
O=C(CC1SC(=O)NC1=O)Nc1ccc(Cl)cc1 (stereo unspecified)	-0.58	0.16	-0.21	0.31	1.3	1.1	2.0	28	683	i	15	-0.6%	0.33	1614	i	37	3.7	860	-9%
Cc1ccc(C)c(NC(=O)c2nnn(Cc3ccccc3)c2N)c1	-0.63	-0.11	-0.12	-0.037	1.8	2.1	8.8	nt	nt	i	-7	-1.7%	0.7	1373	i	38	-3.2	1433	-10%
CNC(=S)N/N=C1\C(=O)c2cccc3cccc1c23	0.84	-0.041	0.45	-0.26	3.9	2.6	10	nt	nt	+	38*	7.9%	1.1	1443	i	54	1.1	1280	-5%
COc1ccc(NC(=O)Nc2ccc(Br)cn2)cc1OC	-1.1	-0.26	-0.31	0.6	2.3	2.5	2.4	4	695	i	3	-0.7%	0.27	849	i	23	nt	nt	-8%
C=CCSc1nc(Cc2ccc(Cl)cc2)nc2ccccc12	0.35	-0.19	-0.0095	0.22	1.4	1.7	4.8	nt	nt	i	-3	-2.0%	-0.13	1632	i	50	0.4	1365	-1%
CCN(CC)c1ccc2cc(C=O)c(=O)oc2c1	-0.92	-0.14	-0.56	1.3	1.1	1.1	12	4	726	i	-1	6.9%	-0.21	1263	i	26	3.1	1225	-11%
